Pol iota inh: inhibitors of human DNA polymerase iota | Pol iota fluorescent replication assay, 10 min | Potency, µM (titrated, usually from 115 µM), inactives show at the top dose activity, negative = inhibition, usual class: inhibitors | AID 588590 | Q9UNA4 | 390,000 tested, 1% active; also: potency is read from the fitted curve at half-maximal effect
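Fluorescent replication assay read twice, at 0 min and 10 min after adding 50 nM (final) substrate. Enzyme (10 nM) and compounds were first incubated 15 min at room temperature; enzyme-free buffer wells were negative controls.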
BLM inh: inhibitors of human Bloom syndrome helicase BLM | recombinant BLM DNA unwinding, fluorescence dequenching | 350,000 tested, 0.2% active | Potency, µM (highest dose often 56.1 µM), for inactives: top-dose activity change, negative = inhibition, actives largely listed as inhibitors;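 also: potency is read from the fitted curve at half-maximal effect; plate controls were vehicle for no effect and no enzyme for full effect; nearly all actives have a fitted effect of over 35% in size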
Target sequence (P54132 whole entry, looked up): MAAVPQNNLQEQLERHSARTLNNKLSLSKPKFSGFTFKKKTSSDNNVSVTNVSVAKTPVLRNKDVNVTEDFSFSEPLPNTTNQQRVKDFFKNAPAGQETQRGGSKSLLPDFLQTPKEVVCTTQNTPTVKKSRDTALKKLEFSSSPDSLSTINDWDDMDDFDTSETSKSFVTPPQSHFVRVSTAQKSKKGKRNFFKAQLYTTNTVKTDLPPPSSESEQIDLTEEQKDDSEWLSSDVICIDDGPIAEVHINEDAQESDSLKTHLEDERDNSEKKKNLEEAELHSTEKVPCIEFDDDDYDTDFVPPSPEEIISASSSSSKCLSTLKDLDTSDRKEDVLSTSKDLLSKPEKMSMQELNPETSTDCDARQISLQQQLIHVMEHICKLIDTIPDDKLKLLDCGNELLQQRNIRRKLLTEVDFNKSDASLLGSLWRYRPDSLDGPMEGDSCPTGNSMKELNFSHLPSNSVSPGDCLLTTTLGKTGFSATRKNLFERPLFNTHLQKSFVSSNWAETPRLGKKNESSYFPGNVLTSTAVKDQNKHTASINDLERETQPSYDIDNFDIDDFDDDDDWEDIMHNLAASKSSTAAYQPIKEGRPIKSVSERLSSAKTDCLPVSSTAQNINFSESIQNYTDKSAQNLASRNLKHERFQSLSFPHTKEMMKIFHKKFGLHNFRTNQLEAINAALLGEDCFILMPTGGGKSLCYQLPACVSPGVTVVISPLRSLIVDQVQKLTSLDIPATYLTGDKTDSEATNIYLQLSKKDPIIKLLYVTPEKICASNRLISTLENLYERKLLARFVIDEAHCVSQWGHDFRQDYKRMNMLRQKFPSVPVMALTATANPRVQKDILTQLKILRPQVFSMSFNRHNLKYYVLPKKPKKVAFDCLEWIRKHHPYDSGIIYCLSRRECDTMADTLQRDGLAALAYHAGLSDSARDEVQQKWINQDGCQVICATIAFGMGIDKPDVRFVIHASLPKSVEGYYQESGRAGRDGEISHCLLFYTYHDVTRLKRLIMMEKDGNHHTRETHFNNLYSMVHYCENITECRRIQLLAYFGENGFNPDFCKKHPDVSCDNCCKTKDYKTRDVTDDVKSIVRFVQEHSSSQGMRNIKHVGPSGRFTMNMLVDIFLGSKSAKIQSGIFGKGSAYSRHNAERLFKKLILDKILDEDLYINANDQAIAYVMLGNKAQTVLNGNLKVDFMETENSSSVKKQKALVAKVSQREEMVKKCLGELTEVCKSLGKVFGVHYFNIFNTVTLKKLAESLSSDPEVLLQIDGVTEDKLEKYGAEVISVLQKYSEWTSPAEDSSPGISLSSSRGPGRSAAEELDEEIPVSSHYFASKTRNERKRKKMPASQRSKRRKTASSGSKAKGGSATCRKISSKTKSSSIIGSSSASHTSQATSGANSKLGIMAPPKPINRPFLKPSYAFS
LDHA inh: inhibitors of human lactate dehydrogenase A | P00338 | purified LDHA, NADH/diaphorase-resazurin fluorescence; stronger effect = lower value | activity change, % (values are at about 110 or 230 µM) | 480,000 tested, 0.15% active | AID 1347041; in the data active = activity change below about -30%; inconclusive = mostly about -25% to -30%;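 also: plate controls were DMSO wells for no effect and wells without enzyme for full effect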
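Remaining NADH was detected by diaphorase (0.133 mg/mL) converting 37 µM resazurin to fluorescent resorufin, read at 0 and 20 minutes. The preceding 5-minute room-temperature reaction used 2 nM LDHA, 0.2 mM sodium pyruvate and 0.06 mM NADH at pH 7.4.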
Pol beta inh: DNA polymerase beta (human) inhibition; P06746; Pol beta primer extension/strand displacement, fluorescence kinetic; Potency, µM (top dose mostly 114 µM), without a hit: at the highest dose activity change, negative = inhibition, most hits filed as inhibitors; 340,000 tested, 1.3% active; also: potency is read from the fitted curve at half-maximal effect; % is scaled to controls: 0 for no effect and ±100 for the full control effect
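Preincubation: enzyme (10 nM) with compound, 15 min, RT. Reaction: substrate added to 50 nM final. Reads: 0 and 10 min. Analysis: normalized, Hill fit.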
Anesthetic bind: candidate novel general anesthetic via apoferritin binding. P02791. apoferritin/1-aminoanthracene competitive binding, fluorescence. Potency, µM (doses to about 77.5 µM), inactives show at the top dose activity change, negative = displacement, usual class: inhibitors. 350,000 tested, 0.074% active; also: potency is read from the fitted curve at half-maximal effect; % is scaled to controls: 0 for no effect and ±100 for the full control effect; nearly all actives have a fitted effect of over 20% in size
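Probe: 1-aminoanthracene (50% saturated, PBS). Protein: horse-spleen apoferritin, 10 uM. Incubation: 10 min, room temperature. Detection: 380 nm excitation, 535 nm emission. Analysis: normalized response, four-parameter Hill.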
Pol kappa inh: blocks human DNA polymerase kappa activity; Q9UBT6; purified Pol kappa, fluorescent DNA synthesis assay, 10 min; Potency, µM (doses to about 107 µM), for inactives: at the highest dose activity, negative = inhibition, most hits filed as inhibitors; 400,000 tested, 0.53% active; also: potency is read from the fitted curve at half-maximal effect; % is scaled to controls: 0 for no effect and ±100 for the full control effect
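Readout: fluorescence, taken kinetically at 0 and 10 min. Conditions: 10 nM Pol kappa, 15 min RT compound preincubation, 50 nM substrate final. Controls: enzyme-free buffer wells.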
POLH inh: inhibitors of human DNA polymerase eta | Q9Y253 | recombinant Pol eta, fluorescent DNA replication assay | Potency, µM (highest dose often 114 µM), inactives show at the top dose activity change, negative = inhibition, usual class: inhibitors | 390,000 tested, 1.2% active; also: potency is read from the fitted curve at half-maximal effect; % is scaled to controls: 0 for no effect and ±100 for the full control effect
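Pol eta (10 nM) was preincubated with compounds for 15 min at room temperature, after which fluorescent replication substrate (50 nM final) was added to start the reaction. Fluorescence was read kinetically at 0 and 10 min.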
GRP78 ERSR act: ER stress response induction in glioma | U87-MG GRP78 promoter luciferase reporter, 16 h | Potency, µM, inactives show at the highest dose activation, most hits filed as activators | 420,000 tested, 0.02% active | AID 602332; also: potency is read from the fitted curve at half-maximal effect; series mostly up to about 76 µM; % of control where 0% means no effect; nearly all actives have a fitted effect of over 35% in size
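Stably transfected U87-MG glioma cells carrying a GRP78-based luciferase sensor; 16 h compound incubation. Luminescence end-point read 10 min after Bright-Glo addition at room temperature.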
APE1 inh: blocks human APE1 abasic DNA cleavage; recombinant APE1, TAMRA/BHQ-2 abasic DNA cleavage fluorescence; P27695; 350,000 tested, 0.35% active; Potency, µM (doses to about 65.8 µM), for inactives: top-dose activity change, negative = inhibition, most hits filed as inhibitors;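 also: potency is read from the fitted curve at half-maximal effect; plate controls were vehicle for no effect and reference inhibitor for full effect; nearly all actives have a fitted effect of over 55% in size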
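Activity was derived from the fluorescence gain between first and third kinetic reads (60 s intervals, ex 525/em 598 nm) after 50 nM THF-abasic TAMRA/BHQ-2 duplex was added to 0.75 nM APE1 preincubated 15 min with compound.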
Active calls of the source: *; u = inconclusive; x = no result given; & = joins results of further samples; [ ] = another dose, or the depositor's remark. Unless noted, calls follow the shape of the dose curve; as a rule, active = well fitted curve in the direction sought with a large enough effect; inconclusive = small, poorly fitted or top-dose-only effect, or another doubt; inactive = no such curve, though single readings can be large; an effect the other way counts as inactive or inconclusive.

SMILES | Pol iota inh | BLM inh | LDHA inh | Pol beta inh | Anesthetic bind | Pol kappa inh | POLH inh | GRP78 ERSR act | APE1 inh
Cc1ccc(C)c(N2CCN(C(=O)c3ccc(CS(=O)(=O)c4ccccc4C)o3)CC2)c1 | 9.7% | -11.0% | 1.0 | u | -14.5% | -10.1% | -28.4% | -8.2% | -5.7%
Cc1nn(CC(=O)N/N=C/c2ccc(F)cc2)c(C)c1[N+](=O)[O-] | 32.1%[activator] | -4.0% | -2.2 | 30.3% | -3.8% | -11.6% | 2.1% | -2.9% | -1.9%
Cc1ccc(CNC(=O)C2CCN(S(=O)(=O)N3CCCCC3)CC2)cc1 | -1.5%&22.7% | 1.7%&0.4% | -7.8&0.0 | 22.6%&4.1% | -4.3%&-5.2% | -18.8% | -10.4%&-15.7% | -4.0%&-2.6% | 5.7%
Cc1cc(C)cc(C(=O)NC(CC(N)=O)c2ccc(N3CCC(N4CCCCC4)CC3)c([N+](=O)[O-])c2)c1 (stereo unspecified) | 10.1% | 2.5% | -1.6 | 21.8% | -19.0% | -2.2% | -0.8% | -2.6% | -3.2%
Cn1c(SCCOc2ccccc2)nnc1-c1ccc(NC(=O)CCc2ccccc2)cc1 | 29.7% | x | -3.8 | x | x | 3.8% | x | -2.4% | x
Cc1c(NS(=O)(=O)c2cccc(C(=O)OCC(=O)N(C)C3CCCCC3)c2)c(=O)n(-c2ccccc2)n1C | -25.4% | 1.2% | -5.4 | -17.0% | -12.0% | 1.9% | -13.2% | 0.8% | -0.5%
CCc1ccc(NC(=O)Cn2cc(S(=O)(=O)c3ccc(F)cc3)c(=O)c3cc(OC)ccc32)cc1 | 34.0%[activator] | -2.7% | 0.4 | -2.5% | -16.8% | -10.5% | -8.1% | -2.4% | x
CC(C)COC(=O)Cn1nnc2sc(-c3ccccc3)cc2c1=O | 14.1% | 1.6% | -9.5 | 36.2% | -5.1% | -2.7% | x | x | x
O=C(CN(c1ccc(Cl)c(C(F)(F)F)c1)S(=O)(=O)c1ccccc1)N1CCc2ccccc2C1 | 3.2% | -8.7% | -0.1 | -22.9% | 42.7%[activator] | 0.7% | -25.0% | -0.4% | x
Cc1ccc(OCCCC(=O)NCc2ccco2)cc1 | 10.1% | -2.0% | 3.7 | -2.8% | -13.8% | -4.1% | 1.5% | -3.0% | -3.4%
COc1ccc(CCNC(=O)c2nnc(Cc3c(F)cccc3Cl)o2)cc1OC | -1.3% | 0.0% | 1.2 | 4.4% | u | -0.3% | -12.6% | -5.0% | -2.5%
COc1cc(O)c(C(=O)O)c(O)c1 | x | 3.5% | x | x | -2.1% | -1.6%[60.1 µM] | x | -4.0% | 2.6%
O=C(Nc1cccc(Cl)c1N1CCOCC1)c1ccc2c(c1)OCCO2 | 9.9% | -10.9% | 0.5 | -0.6% | -16.3% | -5.8% | -13.7% | 0.9% | -0.4%
CC(C)N(C(C)C)S(=O)(=O)c1ccc(NC(=O)c2cnccn2)cc1 | 22.9% | -7.7% | -4.3 | 13.1% | -9.9% | -0.9% | -20.3% | -1.5% | 52.8%[activator]
COc1cccc(NC(=S)/C(=C(\[O-])c2ccc(OC(F)F)cc2)[n+]2ccccc2)c1 | 53.7%[activator] | -6.3% | 1.4 | 27.5% | -20.2% | -14.5% | -4.8% | 0.0% | -4.1%
CCCc1ccc(OCCNC(=O)c2ccccc2Br)cc1 | 5.1% | -7.2% | -0.9 | -0.9% | -4.7% | 0.0% | -24.1% | 0.1% | 0.8%
O=C(c1cnccn1)N1CCC2(CC1)CN(c1ncccn1)C2 | x | -2.3% | x | x | x | 5.1%[60.1 µM] | x | -2.0% | -1.4%
C=CCNC(=O)CN1C(=O)c2cccc3cccc1c23 | 6.2% | 3.9% | 3.6 | 6.2% | 104.5%[activator] | 12.6% | -3.6% | -5.8% | 7.1%
O=C1Nc2ccccc2C12OCCCO2 | 5.7% | 0.6% | -4.3 | 5.9% | -9.4% | -3.4% | -10.1% | -0.5% | 1.7%
CCOC(=O)NC1c2ccccc2Oc2ccccc21 | -9.0% | 2.0% | -9.4 | -18.4% | -2.0% | -18.9% | -2.6% | -2.8% | -1.9%
CCOC(=O)c1c(CN(CC)CC)n(C)c2cc(Br)c(O)cc12 | 41.6%[activator] | -9.2% | -3.5 | -27.4% | -6.6% | -2.9% | -17.6% | -5.6% | -5.2%
CCOC(=O)c1cnc2ccc(C)cc2c1Sc1ccccc1 | -20.1% | -6.6% | 2.1 | 7.2% | -14.3% | -8.4% | -17.1% | -0.9% | -6.3%
Nc1c(Cl)ncnc1N/N=C/c1ccnc2ccccc12 | -14.1% | -2.3% | 1.5 | 4.3% | -10.8% | -22.7% | -20.7% | -3.8% | -11.5%
COc1ccc(N(C(=O)c2snc(C(N)=O)c2N)C(C(=O)NC2CCCC2)c2ccc3ncccc3c2)cc1 (stereo unspecified) | u | -7.3% | 3.0 | 7.6% | -12.8% | 2.1% | -9.7% | 6.4% | 57.8%[activator]
CCn1c(Cc2ccccc2)nnc1SCC(=O)Nc1ccccc1N1CCOCC1 | 7.1% | -2.1% | 0.0 | -25.5% | 0.3% | -3.1% | -8.8% | -3.7% | 2.0%
CC(=O)c1cccc(NS(=O)(=O)c2ccc(N/C=C\C(=O)c3ccc(F)cc3)cc2)c1 | 8.1% | -4.8% | -5.8 | -14.4% | -6.8% | -10.5% | -6.5% | -2.2% | -9.3%
O=C(NCC(=O)N1CCN(S(=O)(=O)c2ccccc2)CC1)c1ccc2ccccc2c1 | 19.2% | x | -2.9 | x | x | -2.3% | -1.9% | -3.1% | 15.9%
COc1ccc2[nH]cc(C(=O)CN3CC(C)CC(C)C3)c2c1 (stereo unspecified) | 66.0%[activator] | 2.3% | 4.6 | -0.4% | -1.6% | -2.6% | -9.8% | -1.8% | 21.3%
N#Cc1c2ccc(O)cc2n2ccccc12 | 92.6%[activator] | -0.5% | 17.5 | -29.8% | 237.1%[activator] | -11.1% | -13.9% | -2.0% | u
CC1CCCCN1S(=O)(=O)c1cccc2nonc12 (stereo unspecified) | 12.4% | 0.4% | -0.8 | -9.6% | u | 8.7% | -11.4% | -2.9% | 28.8%
COc1ccccc1N1CCN(C2CCCN(C(=O)CCN3CCCCO3)C2)CC1 (stereo unspecified) | u | -2.4% | -2.1 | 1.5% | 7.1% | -13.0% | 3.8% | -2.2% | 53.9%[activator]
Cn1c(=O)n(C)c2cc([N+](=O)[O-])c(N3CCN(C(=O)C(C)(C)C)CC3)cc21 | u | -1.8% | -4.4 | 19.2% | -13.9% | 4.5% | -9.5% | -0.1% | -5.0%
C=CCN(C(=O)CSc1nc2ccsc2c(=O)n1Cc1ccccn1)c1ccccc1 | 102.1%[activator] | -2.7% | -4.9 | 13.6% | -12.5% | -2.8% | -15.2% | -0.2% | 3.5%
COCc1[nH][nH]c(=O)c1C=Nc1ccc(OC(F)(F)F)cc1 | 5.8% | -6.7% | -4.2 | 0.3% | -6.8% | -1.8% | -2.6% | -4.1% | -4.7%
Cc1cccc2c1-c1sc(C(=O)NCc3ccc(Cl)cc3)cc1CO2 | 16.7% | -7.3% | 0.7 | 22.5% | 70.4%[activator] | u | -25.6% | -4.8% | x
COc1cccc(/C=N/NC(=O)CN2CC(c3ccccc3)CC2=O)c1O (stereo unspecified) | -5.5% | -0.1% | 10.5 | 10.4% | 5.3% | 1.2% | -12.8% | 0.5% | -1.8%
O=C1C2C3C=CC(C2C(=O)N1CCCO)C1C2C(=O)N(CCCO)C(=O)C2C31 (stereo unspecified) | -2.9% | -1.0% | -2.4 | 3.8% | 0.4% | 0.2% | -8.3% | -1.4% | 8.6%
O=C(Cn1c(=O)oc2cc(S(=O)(=O)N3CCOCC3)ccc21)N1CCc2ccccc2C1 | 11.7% | -2.7% | -3.8 | 20.3% | -5.4% | 12.7% | -10.2% | -5.7% | 14.7%
Cc1cc(N2CCOCC2)nc2ccc(NC(=O)CCC(=O)N3CCN(c4ccccc4F)CC3)cc12 | 70.6%[activator] | -2.0% | 0.8 | 8.5% | 2.1% | -0.9% | -14.1% | 8.1% | 42.1%[12.4 µM]
COc1ccccc1C(=O)NNC(=S)NC(=O)c1sc2ccccc2c1Cl | -12.3% | 3.3% | -3.0 | 0.3% | 4.8% | -10.7% | -16.2% | 12.3% | 3.5%
CC(OC(=O)Nc1cccc(Cl)c1)C(=O)OC1CCCCC1 (stereo unspecified) | -0.4% | x | -1.0 | x | x | -10.2% | -10.3% | 2.5% | x
O=C(NCc1ccccc1)c1ccc(=O)oc1 | -3.7% | -3.3% | 0.8 | 0.2% | 2.4% | 5.4% | -9.9% | -0.9% | -3.2%
Cc1ccc(S(=O)(=O)N2CCOCC2)cc1NC(=O)CN1C(=O)CN(C)C1=O | 88.7%[activator] | x | -11.6 | x | x | -9.4% | -4.8% | -1.4% | 8.6%
O=C(Nc1ccccc1N1CCN(C(=O)c2ccccc2)CC1)c1cc2ccccc2o1 | u | -1.4% | -3.6 | 31.3% | -1.7% | -9.6% | -3.6% | -5.8% | 6.2%
Cc1ccc(NC(=O)CCc2c(C)nc3ncnn3c2C)nc1 | 19.3% | 1.1% | 1.2 | 22.0% | -8.9% | -14.4% | -12.8% | -7.8% | -0.8%
CCN(CC)C(=O)c1csc(Nc2ccc(C)cc2)n1 | 30.8%[activator] | -13.6% | -6.1 | 1.2% | u | -4.5% | -15.3% | 3.0% | 2.8%

Filtered by structure: those above containing two or more sulfur atoms
SMILES | Pol iota inh | BLM inh | LDHA inh | Pol beta inh | Anesthetic bind | Pol kappa inh | POLH inh | GRP78 ERSR act | APE1 inh
C=CCN(C(=O)CSc1nc2ccsc2c(=O)n1Cc1ccccn1)c1ccccc1 | 102.1%[activator] | -2.7% | -4.9 | 13.6% | -12.5% | -2.8% | -15.2% | -0.2% | 3.5%
COc1ccccc1C(=O)NNC(=S)NC(=O)c1sc2ccccc2c1Cl | -12.3% | 3.3% | -3.0 | 0.3% | 4.8% | -10.7% | -16.2% | 12.3% | 3.5%

An excerpt. The share of hits here may be higher or lower than overall.
